CHRM1 PAM: human CHRM1 positive allosteric modulation; AID 588819; activation, % at 3 µM; CHO-K1 hM1, Fluo-8 calcium fluorescence, ACh EC20; 0% = ACh EC20, 100% = maximal ACh; hit rate 0.088% among 360,000; P11229; in the data active = activation above about 19%, passing the limit was not always enough
Target sequence (P11229 whole entry, looked up): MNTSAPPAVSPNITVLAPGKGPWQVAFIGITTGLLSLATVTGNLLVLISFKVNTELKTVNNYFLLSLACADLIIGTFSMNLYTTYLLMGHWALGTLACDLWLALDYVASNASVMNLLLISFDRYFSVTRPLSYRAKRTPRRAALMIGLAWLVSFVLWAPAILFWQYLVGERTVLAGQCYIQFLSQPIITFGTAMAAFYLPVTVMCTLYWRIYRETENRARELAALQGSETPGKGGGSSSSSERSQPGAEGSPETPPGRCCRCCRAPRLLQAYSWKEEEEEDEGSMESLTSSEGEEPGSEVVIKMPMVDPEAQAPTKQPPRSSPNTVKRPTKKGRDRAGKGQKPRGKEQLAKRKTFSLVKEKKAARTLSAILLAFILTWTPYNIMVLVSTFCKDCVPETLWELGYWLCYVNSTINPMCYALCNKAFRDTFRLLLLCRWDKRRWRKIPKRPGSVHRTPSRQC
M1 antag: blocks human M1 muscarinic receptor; P11229; CHO-K1 hM1, Fluo-8 calcium fluorescence, ACh EC80 antagonist; AID 588852; hit rate 1.3% among 360,000; inhibition, % at 3 µM;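 active = percent inhibition above its own plate's cutoff, namely the mean of that plate's compound wells plus 3 SD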;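 also: peak over basal fluorescence ratio during 140 s after agonist addition; 0% = ACh EC80 plus DMSO and 100% = DMSO alone without agonist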
M4 antag: antagonists of human muscarinic M4 receptor (CHRM4); P08173; CHO-hM4 cells, ACh EC80, Fluo-8 calcium fluorescence; inhibition, % at 3 µM; hit rate 0.73% among 360,000; AID 624125;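 active = inhibition above its plate's cutoff, the mean inhibition of sample wells plus 3 SD, cut at about 27% in these data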;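 also: 0% = acetylcholine EC80 with DMSO and 100% = DMSO without agonist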
CHRM4 agonist: CHRM4 agonism in calcium assay; P08173; CHO-K1 hM4/Gqi5, Fluo-8 calcium fluorescence; vehicle 0%, full acetylcholine response 100%; activation, % at 3 µM; hit rate 0.14% among 360,000;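 active = activation above the run mean over all test wells plus 3 SD, cut at about 32% in these data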;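 also: peak over basal fluorescence ratio per well then scaled between controls; 0% = DMSO wells and 100% = acetylcholine at EC100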
CHO-K1 Ca antag: nonselective inhibitor or artifact in parental CHO-K1 cells. ATP-induced calcium, Fluo-8 fluorescence. inhibition, % at 3 µM. hit rate 0.6% among 360,000. AID 602250;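 active = inhibition above a per-plate cutoff, the plate's mean sample inhibition plus 3 SD, cut at about 24% in these data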;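 also: 0% = DMSO plus EC80 ATP and 100% = DMSO alone without ATP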
CHRM1 agonist: agonists of human M1 muscarinic receptor | P11229 | CHO-K1 hM1, Fluo-8 calcium fluorescence, agonist mode; 0% DMSO, 100% acetylcholine EC100 | activation, % at 3 µM | hit rate 0.33% among 360,000 | AID 588814;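 active = activation above the run's mean compound activation plus 3 SD, cut at about 16% in these data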;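 also: peak over basal fluorescence ratio within a 140 s kinetic read after compound addition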
CHO parental Ca: signal in parental CHO cells, OX1R antagonist counter-screen | parental CHO-K1, ATP-induced calcium, Fluo-8 fluorescence | inhibition, % at 5.6 µM | hit rate 0.63% among 330,000 | AID 463079;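 active = inhibition above that plate's mean sample inhibition plus 3 SD, cut at about 26% in these data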;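 also: 0% = ATP-challenged DMSO wells and 100% = DMSO wells without ATP; some compounds past the cut are filed as inactive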
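Material – parental CHO cells · Reagent – ATP stimulus · Compound – single nominal dose of 5.6 µM per compound · Detection – Fluo-8 fluorescence · Read-out basis – percent inhibition of calcium signal · Controls – ATP-challenged DMSO wells low, unchallenged DMSO wells high · Repeats – no replicates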
CHO-K1 Ca ag: M1 agonist counterscreen hit in parental CHO-K1 cells; Fluo-8 calcium fluorescence; scaled to maximal ATP response, vehicle zero; activation, % at 3 µM; hit rate 0.48% among 360,000; in the data active = activation above about 15%;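 also: untransfected CHO-K1 host cells lacking M1 receptor as counterscreen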
OXTR potentiator: human OXTR potentiation; P30559; CHO-OTR cells, Fluo-8 calcium fluorescence, potentiator mode; 0% = oxytocin EC15, 100% = EC100; activation, % at 3 µM; hit rate 0.061% among 320,000; AID 2445;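 active = activation above that plate's cutoff, the mean activation of tested compounds plus 3 SD, cut at about 6.6% in these data, passing the limit was not always enough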;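 also: 100% uses oxytocin at 75 nM as the full agonist control; some results filed as inactive read as strong as hits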
Target sequence (P30559 whole entry, looked up): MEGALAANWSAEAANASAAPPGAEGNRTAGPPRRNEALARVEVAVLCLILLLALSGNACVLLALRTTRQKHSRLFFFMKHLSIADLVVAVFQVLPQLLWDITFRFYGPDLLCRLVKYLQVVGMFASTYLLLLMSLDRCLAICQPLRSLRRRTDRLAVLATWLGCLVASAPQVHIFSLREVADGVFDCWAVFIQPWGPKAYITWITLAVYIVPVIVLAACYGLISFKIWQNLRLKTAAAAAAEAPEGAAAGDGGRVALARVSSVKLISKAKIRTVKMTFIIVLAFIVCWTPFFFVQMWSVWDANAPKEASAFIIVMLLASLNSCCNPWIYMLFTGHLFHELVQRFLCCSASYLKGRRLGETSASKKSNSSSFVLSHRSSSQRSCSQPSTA
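Assay system: CHO-OTR cells, human receptor / Also added: oxytocin at about EC15, sub-maximal agonist stimulus / Dosing: single dose, 3.0 µM nominal final compound concentration / Incubation: 6 min pre-incubation, 100 s read / Technique: Fluo-8 calcium dye fluorescence / Read-out: % activation vs EC15 and EC100 oxytocin / Benchmarks: EC15 oxytocin low, 75 nM oxytocin high / Replicates: singlicate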
An asterisk follows results filed as active; nt = not tested or not shown.

1. O=C(Nc1cc(C(F)(F)F)ccc1N1CCCCC1)c1cccc([N+](=O)[O-])c1
2. CC(Cc1cccs1)NC(=O)NC1CCCCC1 (stereo not given)
3. Fc1ccc(Nc2cncc(-c3ccsc3)c2)cc1Cl
4. CN(C)CCCNC1=CC(=O)CC(c2ccccc2)C1 (stereo not given)
5. O=C(COc1ccc(S(=O)(=O)N2CCOCC2)cc1Cl)NCC1CCCO1 (stereo not given)
6. O=C(Nc1nccs1)c1cc(S(=O)(=O)N2CCOCC2)ccc1Cl
7. Cc1ccc(C(=O)OCC(=O)Nc2ccccc2Sc2ccccc2)cc1C
8. CN(Cc1ccccc1)S(=O)(=O)c1cccc(C(=O)O)c1

assay / entry	1	2	3	4	5	6	7	8
CHRM1 PAM	6	2	5	2	13	3	-3	5
M1 antag	10	-5	-4	-1	-11	-26	0	-4
M4 antag	5	-14	18	2	-5	2	7	-2
CHRM4 agonist	-1	3	4	-1	1	4	-1	0
CHO-K1 Ca antag	-2	-6	3	-12	15	-11	-9	-10
CHRM1 agonist	-6	-8	2	-7	-5	-1	-8	-3
CHO parental Ca	-25	4	nt	-4	6	-7	-24	-10
CHO-K1 Ca ag	0.3	0.1	1.7	0.2	2.8	2.2	1.5	0.1
OXTR potentiator	-7	1	nt	-12	-8	-9	-13	1

9. O=C(N/N=C\C=C\c1ccc2c(c1)OCO2)c1ccc(F)cc1
10. Cc1ccc(NC(=O)c2csc3c2CCCC3)cc1
11. COc1ccc(-c2ccnc(-c3ccncc3)n2)cc1
12. CN(C)C(=O)CCc1ccc2c3c([nH]c2c1)[C@]1(C)[C@@H](C(=O)N2CCCCC2)C[C@H](CC(=O)NCCc2ccccn2)C(=O)N1CC3
13. CC1S/C(=C(\C#N)C(=O)NCc2ccco2)N(Cc2ccco2)C1=O (stereo not given)
14. COc1ccc(N(C(=O)Cn2nnc(-c3ccc(Cl)cc3)n2)C(C(=O)NCC2CCCO2)c2ccc(C)cc2)cc1 (stereo not given)
15. COc1ccc(/C=C/C(=O)Nc2ccncc2)cc1OC
16. O=C(O)CCC(=O)NCc1ccc(C(=O)O)cc1

assay / entry	9	10	11	12	13	14	15	16
CHRM1 PAM	6	-2	7	3	11	6	-3	3
M1 antag	2	4	-4	-6	-7	-6	3	0
M4 antag	-2	-1	0	8	-3	-3	7	3
CHRM4 agonist	1	-1	-1	0	0	0	2	1
CHO-K1 Ca antag	-3	-8	-8	-15	-3	12	-1	5
CHRM1 agonist	-2	-7	-6	-4	-3	-5	-4	-3
CHO parental Ca	-4	-2	-2	-9	-9	-12	3	-10
CHO-K1 Ca ag	0.1	1.1	1.2	1.1	0.2	0.2	0.5	0.3
OXTR potentiator	3	-7	-4	nt	-4	2	1	-5

17. O=C(Nc1ccc2c(c1)OCO2)c1cc(C2CCCN(C(=O)C3CCCCC3)C2)on1 (stereo not given)
18. O=S(=O)(c1cccc(-c2csc(-c3cccnc3)n2)c1)N1CCOCC1
19. C[C@H]1CN([C@@H](C)CO)C(=O)CCCn2nncc2CO[C@@H]1CN(C)Cc1ccc(C(=O)O)cc1
20. Cn1cc(CN2CCC(Oc3ccc(C(=O)N4CCCCC4)cc3)CC2)cn1
21. N#CC1=C(N)Oc2n[nH]c(-c3cccs3)c2C1c1ccco1 (stereo not given)
22. Cc1ccc(NC(=O)c2cnn(-c3ccccc3)c2C)cc1
23. O=C(NC1CCCCC1)Oc1cc2oc(=O)sc2cc1Br
24. CN(C(=O)COC(=O)c1ccc2c(c1)OCO2)C1CCS(=O)(=O)C1 (stereo not given)

assay / entry	17	18	19	20	21	22	23	24
CHRM1 PAM	0	0	6	2	2	7	4	7
M1 antag	-4	1	-14	0	5	-5	-7	-8
M4 antag	-14	18	-8	-7	7	-7	1	2
CHRM4 agonist	3	3	0	1	0	7	2	1
CHO-K1 Ca antag	-6	6	-4	0	7	13	-8	1
CHRM1 agonist	-6	-3	-5	-6	-1	1	-3	-5
CHO parental Ca	nt	-12	nt	0	14	-6	-6	-9
CHO-K1 Ca ag	1.9	1.8	0.5	0.8	0.8	1.4	0.9	-0.3
OXTR potentiator	nt	-7	nt	-9	-9	-14	-3	-1

25. Cc1cc(C)nc(N/N=C/c2ccccc2OCc2ccc(Br)cc2)n1
26. CN=c1scc(-c2ccc(OC)cc2)n1/N=C(\C)c1cccnc1
27. CCOc1c(Cl)cc(C(=O)Nc2ccccc2-c2ccccc2)cc1Cl
28. CN(c1ccc(C(=O)NCc2cccs2)cc1)S(=O)(=O)c1ccccc1
29. O=C1CSCN1c1ccc(Cl)c(Cl)c1
30. CCCCc1nnc(NC(=O)c2ccc(N3CCCC3=O)cc2)s1
31. COc1ccc(NC(=O)c2ccc3c(c2)n(C)c(=O)n3C)cc1
32. COc1ccc(-c2sc3cc4c(cc3c2-c2ccc(OCCN3CCOCC3)cc2)OCO4)cc1

assay / entry	25	26	27	28	29	30	31	32
CHRM1 PAM	-6	2	16	8	-1	3	12	11
M1 antag	6	0	-23	-9	8	-13	-19	2
M4 antag	5	-3	0	-4	0	-8	-1	-17
CHRM4 agonist	1	6	-2	3	4	-1	0	0
CHO-K1 Ca antag	8	-2	-9	-21	-1	-6	-9	-9
CHRM1 agonist	-6	-2	4	-5	-8	1	-1	2
CHO parental Ca	-24	3	-27	3	0	-12	-3	-8
CHO-K1 Ca ag	1.1	6.1	0.1	2.5	0.8	0.3	0.3	0.8
OXTR potentiator	-5	-21	-11	1	1	-2	4	0

33. CC(=O)c1c(C)[nH]c(C(=O)Nc2ccccc2N2CCOCC2)c1C
34. CCOC(=O)C1=C(N)OC2=C(C(=O)CC(C)(C)C2)C1c1ccoc1 (stereo not given)
35. O=C(N1CCc2cc(S(=O)(=O)NC[C@H]3O[C@@H](n4ccc(=O)[nH]c4=O)[C@H](O)[C@@H]3O)ccc2C1)C(F)(F)F
36. Cc1ccc(S(=O)(=O)N(C)C[C@@H]2Oc3c(NS(C)(=O)=O)cccc3C(=O)N([C@H](C)CO)C[C@@H]2C)cc1
37. CC(=O)N1CCc2cc(S(=O)(=O)N3CCCCC3C)ccc21 (stereo not given)
38. CC1(C)CC(=O)C2=C(C1)N(Cc1cccnc1)C(=O)C2(NC(=O)c1ccc(F)cc1)C(F)(F)F (stereo not given)
39. Cc1ccc(-c2csc(NC(=S)NC(=O)c3ccco3)n2)cc1
40. CC(OC(=O)c1cccc([N+](=O)[O-])c1)C(=O)NCc1ccc2c(c1)OCO2 (stereo not given)

assay / entry	33	34	35	36	37	38	39	40
CHRM1 PAM	5	0	3	12	12	15	4	4
M1 antag	2	-20	-6	-18	-11	-12	-10	-8
M4 antag	-1	8	-14	-10	-5	-5	-10	5
CHRM4 agonist	3	0	0	1	2	0	0	0
CHO-K1 Ca antag	2	-3	-9	-24	-15	-20	-8	-1
CHRM1 agonist	-2	0	-1	-5	-5	-1	-6	-2
CHO parental Ca	-12	-7	nt	-22	-6	-12	-1	8
CHO-K1 Ca ag	0.1	0.3	0.6	1.5	0.9	0.8	-0.1	0.0
OXTR potentiator	3	-2	nt	1	-8	2	-9	-6

Four entries from above, with two lines to a compound.
Every second line gives: CHRM1 PAM	M1 antag	M4 antag	CHRM4 agonist	CHO-K1 Ca antag	CHRM1 agonist	CHO parental Ca	CHO-K1 Ca ag	OXTR potentiator
33. CC(=O)c1c(C)[nH]c(C(=O)Nc2ccccc2N2CCOCC2)c1C
→ 5	2	-1	3	2	-2	-12	0.1	3
34. CCOC(=O)C1=C(N)OC2=C(C(=O)CC(C)(C)C2)C1c1ccoc1 (stereo not given)
→ 0	-20	8	0	-3	0	-7	0.3	-2
40. CC(OC(=O)c1cccc([N+](=O)[O-])c1)C(=O)NCc1ccc2c(c1)OCO2 (stereo not given)
→ 4	-8	5	0	-1	-2	8	0.0	-6
38. CC1(C)CC(=O)C2=C(C1)N(Cc1cccnc1)C(=O)C2(NC(=O)c1ccc(F)cc1)C(F)(F)F (stereo not given)
→ 15	-12	-5	0	-20	-1	-12	0.8	2

Reformatted with values under each structure: entries from further up.
Below each compound – CHRM1 PAM | M1 antag | M4 antag | CHRM4 agonist | CHO-K1 Ca antag | CHRM1 agonist | CHO parental Ca | CHO-K1 Ca ag | OXTR potentiator
[34] CCOC(=O)C1=C(N)OC2=C(C(=O)CC(C)(C)C2)C1c1ccoc1 (stereo not given)
    0 | -20 | 8 | 0 | -3 | 0 | -7 | 0.3 | -2
[39] Cc1ccc(-c2csc(NC(=S)NC(=O)c3ccco3)n2)cc1
    4 | -10 | -10 | 0 | -8 | -6 | -1 | -0.1 | -9

Continued.
41. COCCCNC(=O)c1cc(S(=O)(=O)NCCCN2CCCC2=O)ccc1Cl
42. C[C@@H]1NS(=O)(=O)[C@H]2C[C@@H]3C=C[C@]2(O3)[C@H]1OC(=O)c1ccc(C(C)(C)C)cc1
43. CC(NC(=O)c1cccs1)c1n[nH]c(=S)n1C (stereo not given)
44. O=C(Nc1ccc(F)cc1)C(Sc1nc2ccccc2[nH]1)c1ccccc1 (stereo not given)
45. Nc1nnc(CC(=O)N/N=C\c2cc([N+](=O)[O-])ccc2O)s1
46. COc1ccc(C(C(=O)NC2CCCC2)N(C(=O)c2snc(-c3ccc(F)cc3)c2N)c2ccc(F)cc2)cc1 (stereo not given)
47. Cc1ccc(NC(=O)CC2C(=O)OCC3CCCCN32)cc1Cl (stereo not given)
48. O=C(CSc1nc(-c2ccccc2)cc(=O)[nH]1)Nc1ccccc1F

assay / entry	41	42	43	44	45	46	47	48
CHRM1 PAM	8	13	9	-7	6	5	8	1
M1 antag	-9	-1	-5	8	-3	-8	-5	2
M4 antag	5	-13	-9	3	9	-3	8	4
CHRM4 agonist	1	0	0	8	2	0	1	12
CHO-K1 Ca antag	-8	-7	-9	9	-4	2	0	-1
CHRM1 agonist	-2	0	-5	-7	-4	-3	-4	-3
CHO parental Ca	-7	-16	17	3	-8	-6	-9	-10
CHO-K1 Ca ag	-0.1	-0.6	0.5	7.0	0.6	0.1	0.2	4.2
OXTR potentiator	-5	-2	-5	-5	-3	-3	-3	1

Screening data from PubChem BioAssay.
